# A-T KAP1 phos – potential ataxia-telangiectasia treatments restoring KAP-1 phosphorylation; […] A-T fibroblasts, KAP-1 phosphorylation AlphaLISA; neocarzinostatin DNA damage 30 min before lysis; Potency, µM (doses to about 57.5 µM), without a hit: at the top dose activation, most hits filed as activators; 320,000 tested, 0.19% active; also: potency is read from the fitted curve at half-maximal effect; % of control where 0% means no effect; nearly all actives have a fitted effect of over 45% in size
#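 hTERT-immortalized A-T patient fibroblasts ([…]), 500 cells/well in OPTI-MEM, 1% FBS, got compounds for 60 min, then NCS for 30 min at 37C. Lysates were then assayed for phospho-KAP-1 by AlphaLISA (anti-pKAP1 donor, anti-KAP1 acceptor beads), 6 hr at 25C.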
# GALK inhibitor – galactokinase (human) inhibition; Potency, µM (series often up to 57.5 µM), without a hit: at the highest dose activity change, negative = inhibition, most hits filed as inhibitors; Purified GALK, Kinase-Glo residual ATP luminescence; 270,000 tested, 0.007% active; also: potency is read from the fitted curve at half-maximal effect; % is scaled to controls: 0 for no effect and ±100 for the full control effect
# Target sequence (P51570 whole entry, looked up): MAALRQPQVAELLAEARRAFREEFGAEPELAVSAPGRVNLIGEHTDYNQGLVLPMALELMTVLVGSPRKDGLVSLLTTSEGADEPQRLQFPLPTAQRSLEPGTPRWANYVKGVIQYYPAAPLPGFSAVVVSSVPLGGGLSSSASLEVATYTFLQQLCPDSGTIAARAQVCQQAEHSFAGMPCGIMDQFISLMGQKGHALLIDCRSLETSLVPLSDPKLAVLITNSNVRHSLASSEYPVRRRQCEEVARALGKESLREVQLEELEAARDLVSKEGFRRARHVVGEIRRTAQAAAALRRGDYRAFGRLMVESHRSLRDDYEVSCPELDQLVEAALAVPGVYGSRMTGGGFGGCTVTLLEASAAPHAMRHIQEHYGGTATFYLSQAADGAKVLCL
#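 Galactose (100 uM) and ATP (35 uM) were turned over by 5 nM GALK for 1 h at RT. Kinase-Glo Plus then converted the remaining ATP into a luminescent signal.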
# TCR activator – activates T cell receptor signaling | Potency, µM (doses to about 9.22 µM), inactives show at the highest dose activation of IL-2 secretion, most hits filed as activators | primary human leukocytes, anti-CD3, IL-2 HTRF, 48 h | AID 504894 | 330,000 tested, under 10 active; also: % of control where 0% means no effect
#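 Readout: HTRF IL-2, Eu-cryptate/d2 antibody pair, 320nm excitation, 665nm emission. Stimulus: a-CD3 beads, no co-stimulation. Cells: primary human leukocytes. Exposure: 48 hr with compound.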
# MLL CXXC-DNA inh – MLL CXXC-DNA interaction inhibition; 290,000 tested, 0.037% active; Potency, µM (titrated, usually from 115 µM), for inactives: top-dose activity change, negative = inhibition, actives largely listed as inhibitors; Q03164; MLL-CXXC / FITC-HOXA9 DNA fluorescence polarization; active = well fitted inhibition curve with a large enough effect in the polarisation, with a control signal flat, not every such curve was filed as active; inconclusive = small, poorly fitted or top-dose-only effect, or effect the other way, or a change in a side signal; inactive = no such curve, though single readings can be large or run the other way; the % refers to the polarisation; also: potency is read from the fitted curve at half-maximal effect
#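 Purified MLL-CXXC (added from a 7 uM solution) was preincubated 5 min at ambient with pinned compounds in 50 mM Tris-HCl pH 7.5, 50 mM NaCl, 1 mM DTT, 0.05% BSA. Fluorescein-labeled HOX-A9 DNA (50 nM solution) followed, 30 min, then polarization read.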
# TSHR antag – antagonists of human thyroid stimulating hormone receptor | P16473 | TSHR-expressing cells, TSH-stimulated cAMP HTRF, 2 h; stronger effect = lower value | activity change, negative = inhibition, % at 11.5 µM | 330,000 tested, 0.2% active;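 active = activity change below a set negative limit, meaning inhibition stronger than a set level, cut at about -70% in these data; inconclusive = activity change between two set negative limits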; also: % is scaled to controls: 0 for no effect and ±100 for the full control effect
#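 Read-out is FRET at 665 nm (cryptate excitation 337 nm) from a cryptate-tagged anti-cAMP antibody, competed by cell cAMP against cAMP-d2. Compounds are tested on freshly harvested TSHR cells challenged with 4nM TSH (EC80) for 2 hours at 37 deg C.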
# Giardia killer – kills Giardia lamblia; activity change, % at 7.66 µM, hits read low; 340,000 tested, 0.15% active; Giardia lamblia trophozoite viability; in the data active = activity change below about -80%; inconclusive = between about -30% and that limit;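 also: parasites exposed to compound for two days anaerobically before the ATP read; % is scaled to controls: 0 for no effect and ±100 for the full control effect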
#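 Killing of trophozoites was scored by loss of ATP luminescence after a 48 hrs anaerobic exposure to compounds at 37 deg C, using 100 cells per well.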
# hERG WT inh – KCNH2 (human, wildtype) channel inhibition; U2OS, BacMam KCNH2, thallium flux FluxOr; stronger effect = lower value; activity change, % at 1.84 µM; 340,000 tested, 0.37% active;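 active = maximum activity change below -70%; inconclusive = maximum activity change between -70% and -50%; inactive = maximum activity change above -50%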; also: % is scaled to controls: 0 for no effect and ±100 for the full control effect
#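 U2OS cells transduced with wild-type KCNH2 virus are loaded with FluxOr dye for 45 min, and thallium flux is measured in kinetic reads before and after stimulation buffer. Rate constants are normalized to DMSO controls.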
# Tb PFK inh – T. brucei PFK enzyme inhibition; Potency, µM (highest dose often 57.5 µM), inactives show at the highest dose activity, negative = inhibition, most hits filed as inhibitors; 330,000 tested, 0.17% active; T. brucei PFK, ADP-Glo luminescence;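 also: potency is read from the fitted curve at half-maximal effect; 0% = uninhibited 1x PFK enzyme wells and -100% = no-enzyme wells; nearly all actives have a fitted effect of over 60% in size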
# Target sequence (O15648 whole entry, looked up): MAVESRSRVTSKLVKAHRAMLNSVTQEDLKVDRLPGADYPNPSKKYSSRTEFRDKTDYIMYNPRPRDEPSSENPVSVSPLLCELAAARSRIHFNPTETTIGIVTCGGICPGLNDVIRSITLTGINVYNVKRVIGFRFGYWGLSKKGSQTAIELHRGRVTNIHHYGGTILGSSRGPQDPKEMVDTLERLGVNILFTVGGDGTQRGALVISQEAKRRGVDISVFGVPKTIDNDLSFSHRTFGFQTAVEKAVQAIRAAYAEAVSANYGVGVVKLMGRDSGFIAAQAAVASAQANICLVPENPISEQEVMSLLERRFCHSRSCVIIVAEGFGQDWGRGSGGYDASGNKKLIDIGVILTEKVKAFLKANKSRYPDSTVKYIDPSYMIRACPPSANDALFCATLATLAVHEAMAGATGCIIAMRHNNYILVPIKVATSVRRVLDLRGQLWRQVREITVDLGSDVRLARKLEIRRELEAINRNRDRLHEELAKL
#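 Luminescent ADP detection (ADP-Glo, two-step: ATP depletion then ADP-to-ATP conversion for luciferase) reported PFK activity after 45 min room-temperature reaction of 1.25 nM enzyme with 0.5 mM F6P and 0.1 mM ATP at pH 8.0.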
# FBPA coupling cs – inhibits coupling enzyme system, counter-screen for aldolase hits; coupling enzyme system counterscreen, AmpLite Red fluorescence; 290,000 tested, 0.67% active; activity change, negative = inhibition, % at 58.2 µM, hits read low; AID 2472; in the data active = activity change below about -30%; also: % is scaled to controls: 0 for no effect and ±100 for the full control effect
#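 Fluorescence at 525 nm excitation and 598 nm emission measured inhibition of the coupled detection system without aldolase. Compounds (at 57.5 uM final) were preincubated 10 min at room temperature with coupling enzyme reagent before a 20 min substrate/AmpLite Red step.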
# BCR signal inh – inhibitors of chronic active B-cell receptor signaling. AID 493014. Potency, µM (highest dose often 46.1 µM), inactives show top-dose ratio change, negative = lower green/red ratio, hits mostly inhibitors. ABC-DLBCL IkBa-CBG/CBR reporter, luminescence ratio, 4 h. 340,000 tested, 0.05% active; active = well fitted inhibition curve with a large enough effect in the signal ratio, with a control signal flat, not every such curve was filed as active; inconclusive = small, poorly fitted or top-dose-only effect, or effect the other way, or a change in a side signal; the % refers to the signal ratio;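 also: potency is read from the fitted curve at half-maximal effect; plate controls were basal doxycycline-induced cells for no effect and cells given 10 µM MG132 for full effect; MG132 reads +100%, hits lower the ratio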
#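 TMD8 human ABC-DLBCL cells with doxycycline-inducible IκBα–green luciferase fusion and unfused red luciferase, in 0.5% FBS medium; compounds up to 46 uM, 4 h at 37C. Green/red luminescence ratio, filter-overlap corrected, fitted to concentration-response curves.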
# * marks the source's active call; other numbers are inactive results; ? = inconclusive; nt = not tested or not shown; [ ] = remark or other dose. Unless noted, calls follow the shape of the dose curve; as a rule, active = well fitted curve in the direction sought with a large enough effect; inconclusive = small, poorly fitted or top-dose-only effect, or another doubt; inactive = no such curve, though single readings can be large; an effect the other way counts as inactive or inconclusive. Some of the compounds tested; the hit share may differ from the screen's.
SMILES,A-T KAP1 phos,GALK inhibitor,TCR activator,MLL CXXC-DNA inh,TSHR antag,Giardia killer,hERG WT inh,Tb PFK inh,FBPA coupling cs,BCR signal inh
O=C(Cn1cnc2ccccc2c1=O)NCC(=O)N1CCC2(CC1)OCCO2,0.3%,0.1%,-6.3%,-2.3%,13.4,-14.2,-14.9,-0.1%,3.4,10.6%
COc1cc(C(c2c(C)[nH]n(-c3ccccc3)c2=O)c2c(C)[nH]n(-c3ccccc3)c2=O)cc(OC)c1OC,12.1%,2.9%,11.4%,?,-5.6,3.8,28.3,24.5%,0.2,?
CCOc1cc2c(cc1OCC)-n1cccc1C(c1ccc(OC)c(OC)c1)NC2 (configuration not stated),3.3%,-0.4%,15.5%,5.0%,-0.4,-4.5,123.7,0.9%,0.9,-8.7%
CCOC(=O)c1c(C)c(P(=S)(N2CCOCC2)N2CCOCC2)n(C)c1C,-11.5%,0.0%,1.5%,-6.2%,-1.6,2.5,-5.8,1.7%,0.5,-0.4%
O=C(CN1CCOCC1)NCC(=O)Nc1ccc(Br)cc1C(=O)c1ccccc1,5.1%,-2.4%,-5.6%,12.6%,1.4,-4.3,-7.8,2.1%,1.2,-8.8%
O=c1cccc2n1C[C@H]1C[C@@H]2CN2CCCC[C@@H]12,-1.4%,0.5%,-6.4%,16.6%,-6.0,26.5,16.6,-0.6%,0.0,9.6%
COC(=O)[C@]12OC[C@]34C([C@@H](O)[C@@H]1O)[C@]1(C)CC(=O)C(O)=C(C)[C@@H]1C[C@H]3OC(=O)[C@H](O)[C@@H]24 (some centres not stated),-32.3%,3.4%,3.1%,2.0%,-3.4,0.5,4.9,-6.7%,1.0,?
Clc1ccc(N2CC2c2ccncc2)cc1 (configuration not stated),-3.5%,-2.0%,-9.9%,0.2%,3.4,0.1,-6.7,-4.1%,1.8,0.6%
CCN1C(=O)NC(=O)/C(=C/c2cc(C)n(-c3sc(C)c(C)c3C#N)c2C)C1=O,14.2%,1.9%,-6.5%[46.1 µM],?,33.1,26.4,13.6,?,-37.1*,-2.7%
COC(=O)C1=C(c2ccc(C(C)=O)cc2)C[C@@H]2CC[C@H]1N2C(=O)NCc1ccc(C(F)(F)F)cc1,9.1%,nt,-2.0%,nt,-1.3,-0.6,-3.9,3.8%,nt,6.1%
COC(=O)C1=C(c2ccc(Cl)c(C(F)(F)F)c2)C[C@@H]2CC[C@H]1N2C(=O)N1CCCC1,16.9%,nt,3.5%,nt,-14.7,-16.8,5.2,-5.8%,nt,-0.1%
COc1ccc(NC(=O)Cn2c(=O)oc3ccccc32)cc1,5.7%,-1.2%,1.8%,4.0%,2.2,0.7,1.3,-5.5%,-1.1,?
CCn1c(O)c(/C=N/NC(=O)c2ccncc2)c(=O)[nH]c1=S,-9.6%,-3.4%,8.8%[46.1 µM],2.7%,18.0,-1.1,-21.8,-2.5%,-2.0,?
COc1ccccc1N1CCN(Cc2cccc(Br)c2)CC1,6.5%,-3.8%,-1.3%,3.8%,-2.5,7.4,20.7,1.7%,-5.1,3.4%
Cn1cccc1CNCCc1ccccc1,-2.7%,1.0%,nt,11.8%,10.9,nt,nt,-5.9%,nt,-9.9%
Cn1c(=O)c2nncnc2n(C)c1=O,7.8%,nt,-1.3%,-7.2%,32.2,-10.7,-2.9,1.9%,-2.2,2.3%
O=S(=O)(c1ccc(Cl)cc1)c1ccc(Cl)cc1,1.1%,nt,-2.4%,nt,18.8,13.8,-0.6,-1.7%,nt,-13.4%
CCOC(=O)C1CCN(Cc2ccc(Cl)nc2)CC1,0.0%,3.8%,-5.2%,?,-3.6,15.8,-74.5*,0.7%,0.2,-2.4%
COc1ccc(C)cc1NC(=O)N1CCC2(CC1)OCCO2,1.3%,6.2%,4.8%,5.5%,4.2,4.9,-2.4,-2.2%,2.2,4.4%
CNC(=S)N1CC2CC(C1)c1cccc(=O)n1C2 (configuration not stated),-0.9%,-1.8%,7.2%,-0.3%,4.6,-8.7,-6.3,-7.7%,-0.4,4.4%
C(#CCN1CCOCC1)COCc1ccccc1,2.4%,7.7%,-0.4%,0.4%,11.0,3.6,-13.5,-3.9%,1.8,1.2%
O=c1cccc2n1C[C@@H]1C[C@@H]2CN(CC(O)c2ccc([N+](=O)[O-])cc2)C1 (some centres not stated),4.0%,10.6%,-3.8%,?,-5.6,-0.4,14.0,0.5%,1.0,1.2%
Oc1c(Br)cc(Br)cc1CN1CCN(Cc2ccccc2)CC1,6.5%,-1.2%,-0.6%,2.5%,-5.9,-11.6,?,4.6%,-0.8,-0.6%
CCCCN=C[C@]12CCC(O)CC1(O)CCC1[C@@H]2CC[C@]2(C)[C@H](C3C=CC(=O)O3)CCC12O (some centres not stated),1.8%,0.7%,3.7%,8.3%,-70.3*,-19.5,-8.0,1.7%,1.4,?
CCCCCNc1c(C(=O)OCC)c(=O)[nH]c2ccccc12,8.9%,1.9%,-2.7%,-0.9%,-24.1,-3.0,-6.0,5.4%,1.7,?

# Following part.
SMILES,A-T KAP1 phos,GALK inhibitor,TCR activator,MLL CXXC-DNA inh,TSHR antag,Giardia killer,hERG WT inh,Tb PFK inh,FBPA coupling cs,BCR signal inh
CC(=O)Nc1ccccc1C(=O)OCC(=O)c1ccccc1Cl,-6.4%,2.6%,1.7%[46.1 µM],-2.2%,3.3,9.8,2.0,5.3%,0.4,?
CN(C)c1ccc(C=C(C#N)C#N)cc1,-8.6%,-1.1%,-6.8%[46.1 µM],-25.5%,-14.7,8.3,-6.7,1.8%,-1.0,-2.0%
C=CCn1c(O)c(C(CC)=Nc2ccc(C(=O)O)cc2)c(=O)[nH]c1=O,1.4%,0.2%,4.4%,3.1%,21.9,-6.0,-2.1,0.7%,-0.2,-6.0%
O=c1[nH]c(=S)[nH]c(O)c1N=Nc1ccc(SC(F)F)cc1,-9.2%,0.7%,1.6%,17.0%,-0.3,-17.5,5.4,0.3%,1.4,?
CCc1ccc(CNCCc2ccc(F)cc2)cc1,28.9%,2.3%,-4.4%[46.1 µM],4.3%,14.7,-18.3,54.3,-2.5%,3.6,-0.9%
COc1ccc(C(CN(C)C)C2(O)CCCCC2)cc1 (configuration not stated),nt,nt,-10.3%,12.8%,-14.1,-11.1,-5.2,nt,5.4,nt
Oc1ccc(Cl)c(Cl)c1Cl,12.7%,nt,-6.3%,nt,-2.1,-11.4,-4.3,-11.4%,nt,?
COC(=O)C1=C(c2cccc(C#N)c2)C[C@@H]2CC[C@H]1N2C(=O)NCc1cccc2ccccc12,8.6%,nt,0.7%,nt,8.5,-5.6,8.9,0.0%,nt,-0.9%
O=C1NC(=O)C(=Cc2ccc(OCCOc3ccc([N+](=O)[O-])cc3)cc2)C(=O)N1,-0.9%,8.7%,-1.7%,-5.9%,-10.9,19.2,-18.1,-20.6%,3.8,2.9%
Cc1ccc(N2C(=O)NC(=O)/C(=C\C=C\c3ccco3)C2=O)cc1C,6.6%,1.1%,7.3%[46.1 µM],?,-2.1,-9.7,-4.0,?,0.4,?
O=C(CCN1CCCCC1)Nc1ccc(Br)cc1C(=O)c1ccccc1,3.3%,0.6%,3.3%,22.8%,1.0,1.2,-2.8,2.7%,1.7,-6.8%
O=C(COC(=O)c1ccc(O)cc1)Nc1ccc(Cl)cc1C(=O)c1ccccc1,-0.1%,-0.5%,8.3%[46.1 µM],13.1%,1.9,6.8,1.8,0.5%,2.5,?
O=C(NC(=S)N1C[C@H]2C[C@H](C1)c1cccc(=O)n1C2)c1ccc(F)cc1,1.0%,nt,3.3%,13.8%,7.1,3.7,-5.9,0.8%,1.1,2.9%
CCOc1ccc(-n2c(O)c(C=NCCN3CCNCC3)c(=O)[nH]c2=O)cc1,nt,0.7%,3.5%,14.7%,-2.0,7.7,-19.3,2.0%,4.3,1.5%
Oc1cc2c(cc1CN1CCN(c3ccc(F)cc3)CC1)OCO2,-5.0%,-0.2%,-7.5%,21.6%,2.9,38.0[activator],38.7,-2.4%,-8.5,-14.1%
ClC1=CCC2CN(CCN3CCCCC3)CC2C1 (configuration not stated),4.9%,1.8%,2.4%,8.3%,-10.9,-27.5,8.8,2.0%,-0.9,-0.6%
CCN(CC)c1ccc([N+](=O)[O-])c2cccnc12,-8.8%,1.9%,-2.8%,-5.3%,-0.8,-13.7,0.0,0.1%,-16.5,2.5%
CCOP(=S)(OCC)SCCSCC,5.2%,nt,0.0%,nt,-20.9,-8.4,1.5,1.2%,nt,2.6%
COc1ccccc1CCNC(=O)CCC(=O)N1CC2C[C@@H](C1)Cn1c2cccc1=O,3.6%,nt,-1.7%,-5.7%,-3.6,7.6,-8.0,-2.7%,1.0,-10.4%

# Screening data as filed in PubChem.
